ALDH1A1 block: ALDH1A1 (human) enzyme inhibition. P00352. Purified ALDH1A1, NADH fluorescence, propionaldehyde substrate. Potency, µM (top dose mostly 75.3 µM), for inactives: at the highest dose activity, negative = inhibition, usual class: inhibitors. 7.3% of 220,000 active. AID 1030; active = well fitted inhibition curve with a large enough effect, not every such curve was filed as active; inconclusive = small, poorly fitted or top-dose-only effect, or another doubt; inactive = no such curve, though single readings can be large or run the other way;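 also: plate controls were no enzyme wells and a reference inhibitor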
Target sequence (P00352 whole entry, looked up): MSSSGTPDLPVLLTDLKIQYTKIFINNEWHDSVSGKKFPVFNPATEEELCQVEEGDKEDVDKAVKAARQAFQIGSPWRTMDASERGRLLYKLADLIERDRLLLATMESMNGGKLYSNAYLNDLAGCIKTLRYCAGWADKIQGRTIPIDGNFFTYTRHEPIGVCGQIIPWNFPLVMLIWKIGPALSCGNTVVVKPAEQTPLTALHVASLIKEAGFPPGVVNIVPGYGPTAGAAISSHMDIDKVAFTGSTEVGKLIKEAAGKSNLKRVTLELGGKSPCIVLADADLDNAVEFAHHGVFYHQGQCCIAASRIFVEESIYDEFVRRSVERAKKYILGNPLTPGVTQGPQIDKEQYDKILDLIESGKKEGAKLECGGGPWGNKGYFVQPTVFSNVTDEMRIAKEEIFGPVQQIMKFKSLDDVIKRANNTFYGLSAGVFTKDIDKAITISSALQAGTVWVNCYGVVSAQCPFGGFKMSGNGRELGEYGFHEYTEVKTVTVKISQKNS
GAA spleen mod: inhibitors or activators of human alpha-glucosidase in spleen homogenate; P10253; human spleen homogenate, 4-MU-alpha-glucoside fluorescence; Potency, µM (highest dose often 79.9 µM), inactives show at the highest dose activity change, negative = inhibition, actives largely listed as inhibitors; 0.006% of 240,000 active;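 also: 0% = enzyme with vehicle and -100% = no enzyme basal signal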
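AC50 values come from Hill-equation fits of concentration-response data, normalized to no-enzyme and full-activity controls. Enzyme source: 1 ug human spleen homogenate; 1 mM fluorogenic 4-MU glucoside, pH 5.0 citrate buffer, 37 C, 40 min.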
GLA spleen mod: alpha-galactosidase A (human) modulation | P06280 | human spleen homogenate, 4MU-alpha-Gal fluorescence, 40 min | Potency, µM (series often up to 80 µM), inactives show at the top dose activity change, negative = inhibition, hits mostly inhibitors | 0.008% of 240,000 active;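 also: 0% = enzyme with vehicle and -100% = no enzyme basal signal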
Target sequence (P06280 32-429 limits assumed): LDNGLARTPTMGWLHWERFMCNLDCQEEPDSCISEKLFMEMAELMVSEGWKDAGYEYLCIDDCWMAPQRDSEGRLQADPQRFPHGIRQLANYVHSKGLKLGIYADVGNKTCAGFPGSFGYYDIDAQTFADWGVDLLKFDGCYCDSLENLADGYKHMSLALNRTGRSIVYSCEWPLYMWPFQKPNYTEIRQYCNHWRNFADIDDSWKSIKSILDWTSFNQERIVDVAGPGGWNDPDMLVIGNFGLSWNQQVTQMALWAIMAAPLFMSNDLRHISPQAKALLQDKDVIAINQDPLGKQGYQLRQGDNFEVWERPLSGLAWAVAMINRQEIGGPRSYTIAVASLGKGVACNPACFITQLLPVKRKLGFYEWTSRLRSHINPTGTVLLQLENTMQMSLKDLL
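Human spleen homogenate (1 ug) was the enzyme source, with 4-methylumbelliferyl-alpha-D-galactopyranoside (1 mM final) in pH 5.0 citrate buffer with 0.01% Tween-20. Compounds were titrated; after 40 min at 37C, NaOH/glycine stop, 4-MU fluorescence read; AC50 from Hill fits.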
Tau fluor cs: counter-screen for tau fibril formation inhibitors | tau K18 P301L Alexa594 fluorescence, heparin fibrillization | Potency, µM (titrated, usually from 57.7 µM), inactives show at the top dose activity change, negative = decrease | 0.93% of 280,000 active | AID 1463; also: % is scaled to controls: 0 for no effect and ±100 for the full control effect; nearly all actives have a fitted effect of over 55% in size
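Human tau K18 P301L (15 uM unlabeled, 0.24 uM Alexa 594-labeled) in 100 mM sodium acetate pH 7 with 20 uM heparin, 6 hr at 37 C. ThT 30 uM added, 1 hr ambient; Alexa 594 FP and total fluorescence read at 555/632 nm.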
Epigenetic reg: regulators of epigenetic silencing causing reporter derepression in mouse cells. 0.2% of 280,000 active. AID 1865. Potency, µM (series often up to 53.9 µM), inactives show top-dose GFP activation, actives largely listed as activators. murine LDR cells, GFP reporter derepression, 30 h; also: % of control where 0% means no effect; nearly all actives have a fitted effect of over 60% in size
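Murine LDR cells bearing a silenced CMV-driven GFP reporter were exposed to compound for 30 h at 37 C. After PBS washes, GFP-positive cells (20-120 um objects) counted by laser-scanning microplate cytometry.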
GAA glycogen mod: alters human alpha-glucosidase cleavage of glycogen | P10253 | recombinant GAA, glycogen substrate, Amplex Red glucose oxidase fluorescence | Potency, µM (top dose mostly 76.4 µM), for inactives: at the top dose activity change, negative = inhibition, usual class: inhibitors | 0.38% of 300,000 active | AID 2100;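 also: 0% = full enzyme reaction and -100% = no-enzyme basal signal; the screen sought inhibitors and activators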
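Natural-substrate format: glycogen cleavage by 4 nM human enzyme, glucose read by Amplex Red coupling (Ex 573, Em 610 nm). Normalized to enzyme and no-enzyme controls.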
NPSR antag: blocks cAMP signaling of the human neuropeptide S receptor; Q6W5P4; CHO-NPSR cells, cAMP TR-FRET, antagonist mode; Potency, µM (titrated, usually from 38.3 µM), for inactives: at the highest dose activity change, negative = inhibition, usual class: inhibitors; 1% of 220,000 active; AID 1461; also: % is scaled to controls: 0 for no effect and ±100 for the full control effect; nearly all actives have a fitted effect of over 50% in size; many of its hits are not listed in these tables
GAA inh: blocks human lysosomal alpha-glucosidase. P10253. purified human GAA, 4-MU-alpha-glucoside fluorescence. Potency, µM (doses to about 76.9 µM), for inactives: top-dose activity change, negative = inhibition, most hits filed as inhibitors. 0.005% of 200,000 active. AID 1466;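 also: plate controls were uninhibited enzyme wells for no effect and no-enzyme background for full effect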
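AC50 values come from Hill fits of compound titrations (up to 77 uM) against 4 nM human enzyme. Substrate 4-methylumbelliferyl-alpha-D-pyranoside at 400 uM, pH 5.0 citrate buffer, 20 min room temperature; fluorescence Ex 365/Em 440 after alkaline stop.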
* = called active by the depositor; ? = inconclusive; . = no result given; & = joins results of further samples; [ ] = another dose, or the depositor's remark. Unless noted, calls follow the shape of the dose curve; as a rule, active = well fitted curve in the direction sought with a large enough effect; inconclusive = small, poorly fitted or top-dose-only effect, or another doubt; inactive = no such curve, though single readings can be large; an effect the other way counts as inactive or inconclusive. Potency is read from the fitted curve at half-maximal effect.

SMILES	ALDH1A1 block	GAA spleen mod	GLA spleen mod	Tau fluor cs	Epigenetic reg	GAA glycogen mod	NPSR antag	GAA inh
O=C(CSc1nc(-c2ccco2)cc(C(F)(F)F)n1)Nc1ccc2c(c1)CCC2	2%	-11%	7%	-11%	2.3%	9%	-15%[46.1 µM]	-5%
CC(C)COC(=O)c1nnsc1NC(=O)Nc1ccccc1	-5%	-6%	-3%	-9%	-1.6%	0%	-8%[46.1 µM]	-2%
COc1cc(OC)c(C2=NOC(C(=O)NCCc3ccccc3)C2)cc1Cl (configuration not stated)	-1%	1%	-1%	-13%	0.1%	-1%	-10%[46.1 µM]	-1%
C=C1C[C@@]23CC4C5[C@@]6(C)C[C@H](O)C[C@@]57C2[C@H](O)[C@@H]1[C@H](O)[C@H]3[C@H]7N4C6	9%	4%	-10%	-3%	-1.1%	.	.	.
CC1CCCCC1NC(=O)C1CCN(S(=O)(=O)c2cccc3nsnc23)CC1 (configuration not stated)	-6%	1%	-2%	-5%	-1.0%	-20%	-4%[46.1 µM]	-3%
COc1ccc(CC(=O)OCc2nnc(C3COc4ccccc4O3)o2)cc1OC (configuration not stated)	-1%	-15%	-15%	-7%	-2.0%	2%	-10%[46.1 µM]	?
COc1cc(/C=C2\C(C)=C(C#N)c3nc(N)c(C#N)c(C)c32)ccc1OCC(=O)O	.	1%	0%	?	-2.1%	-20%	24%	.
Cc1ccc2c(c1)c(-c1ccccc1)nc1nnnn12	2%	-2%	0%	7%	1.1%	21%	-4%	-8%
COc1ccc(C)cc1NC(=O)Cn1cnc2sc(C)c(S(=O)(=O)N3CCOCC3)c2c1=O	6%	3%	3%	2%	0.0%	-8%	4%[46.1 µM]	5%
O=C1c2ccccc2C(=O)c2c1cccc2N1CCN(Cc2ccccc2)CC1	-7%	3%	12%	?	0.4%	-7%	?	1%
O=C(c1cc2n(n1)C(C(F)(F)F)CC(c1ccco1)N2)N1CCN(c2ccccn2)CC1 (configuration not stated)	-1%	-4%	-5%	5%	1.9%	4%	-6%[46.1 µM]	-5%
Cc1noc(C(=O)N2CCN(c3ccc(F)cc3)CC2)c1Cl	9%	-3%	1%	1%	0.0%	-2%	11%[46.1 µM]	-20%
FC(F)(F)c1cc(C(F)(F)F)c2ccc(N3CCN(c4ccc(Cl)cc4)CC3)nc2n1	8%	-7%	-4%	-29%	-1.1%	13%	0%[46.1 µM]	-8%
CN(CC(=O)NCc1ccc2c(c1)OCO2)S(=O)(=O)c1ccc(Br)s1	-10%	-2%	-1%	-9%	5.9%	-6%	-4%[46.1 µM]	-3%
CCN(CC)C(=O)/C(=C/c1cn(S(=O)(=O)N(C)C)c2ccccc12)NC(=O)c1ccc(OC)cc1	9%	-2%	4%	-19%	11%	1%	-21%	1%
COc1ccc(NC(=O)Cn2nnc(-c3ccccc3N)n2)cc1OC	-3%	3%	0%	-6%	0.0%	2%	-4%[46.1 µM]	?
Cc1cc(=O)oc2cc(OC(C)C(=O)O)c(Cl)cc12 (configuration not stated)	?	1%	10%	1%	-0.9%	3%	-1%[46.1 µM]	14%
O=C(CCn1c(=O)oc2ccccc21)N1CCCCCC1	?	-4%	-5%	2%	0.8%	-2%	-2%[46.1 µM]	-2%
CCN(CC)S(=O)(=O)c1cc(C(=O)O)ccc1Cl	0%	-5%	-1%	1%	1.2%	11%	15%[46.1 µM]	-3%
Cc1c(NC(=O)CSC2=C(C#N)C(c3ccccc3F)CC(=O)N2)c(=O)n(-c2ccccc2)n1C (configuration not stated)	-11%	-8%	12%	-3%	0.0%	0%	-14%[46.1 µM]	-8%
CCC(C)(C)n1nnnc1C(c1cc(OC)c(OC)c(OC)c1)N1CCN(c2ccccc2)CC1 (configuration not stated)	-9%	-4%	2%	-12%	-1.8%	1%	-7%[46.1 µM]	-10%
CSCCC(=O)N1CCCC(CNC(=O)c2ccc(-c3ccccc3)cc2)C1 (configuration not stated)	?	-7%	4%	1%	-0.2%	-6%	26%	-4%
CCc1ccccc1NC(=S)N1CCC(NC(=O)c2ccc(OC)cc2)CC1	-8%	2%	-4%	-6%	2.4%	1%	28%	?
CSc1nc(NCc2ccco2)c2ccccc2n1	-9%	3%	6%	-19%	0.8%	-6%	-6%[46.1 µM]	0%
c1ccc(-c2nnc(-c3ccccc3)c(-c3c[nH]c4ccccc34)n2)cc1	-6%	3%	4%	-23%	1.1%	10%	-16%[46.1 µM]	?
Cc1cc(C)nc(NC(=S)Nc2ccccc2)n1	4%	-1%	0%	-3%	2.4%	10%	-4%	3%
O=S(=O)(c1ccc(F)cc1)N1CCN(C(=S)NCc2ccco2)CC1	?	-5%	-15%	-5%	-1.5%	-2%	6%	-5%
C=CCc1ccccc1OCC(CN1CCCCC1)OC(C)=O (configuration not stated)	1%	-3%	-4%	0%	1.0%	6%	-2%[46.1 µM]	0%
Cc1nnc(SCC(=O)c2c(N)n(Cc3ccccc3)c(=O)n(C)c2=O)n1C	-6%	4%	-4%	-10%	1.1%	?	-13%	-3%
O=C(NC(=S)Nc1ccc(Cc2ccncc2)cc1)c1ccccc1	18µM*	-6%	1%	-1%	-1.5%	-1%	-20%	-31%
CC(=O)C1=C(O)C=C(c2ccco2)CC1c1ccco1 (configuration not stated)	?	-8%	-3%	-14%	-1.1%	-22%	-22%[46.1 µM]	?
O=C(NCCc1ccccc1)C(=O)Nc1ccc([N+](=O)[O-])cc1	4%	-4%	7%	-6%	-2.6%	22%	4%	8%
C1CCN2CC3CC(CN4CCCC[C@@H]34)C2C1 (some centres not stated)	2%	6%	-12%	-4%	-2.7%	.	.	.
Cc1c(NC(=O)CN2C(=O)NC(CCc3ccccc3)C2=O)c(=O)n(-c2ccccc2)n1C (configuration not stated)	7%	12%	12%	3%	-0.4%	4%	3%	1%
CCC[C@@H]1C[C@@]1(CCC)C(NS(=O)(=O)c1cccc2cccnc12)c1ccc(Cl)cc1 (some centres not stated)	5%	8%	4%	-19%	1.2%	.	.	.
COc1ccc2c(C)cc(SCC(=O)NCCN3C(=O)CSC3=O)nc2c1	?	-3%	2%	-9%	-0.9%	-8%	?	2%
CN(Cc1nc(-c2cccs2)no1)CC(O)c1ccccc1 (configuration not stated)	-4%	6%	7%	-7%	-0.7%	-18%	-3%	1%
CN1CCN(C2Cc3ccccc3Sc3ccc(Cl)cc32)CC1 (configuration not stated)	-4%	5%	1%	-16%	-1.2%	.	17%[46.1 µM]	.
CS(=O)(=O)N1CCN(c2ccccc2NC(=O)CSc2ccc(Cl)cc2)CC1	?	-2%	7%	-20%	-1.0%	-3%	-27%[46.1 µM]	-5%
CCN(CC)CC(C)(C)NS(=O)(=O)c1ccc(Cl)cc1	0%	-6%	-3%	5%	1.5%	14%	-15%[46.1 µM]	-11%

Record cards, as listed above. Order of values: ALDH1A1 block	GAA spleen mod	GLA spleen mod	Tau fluor cs	Epigenetic reg	GAA glycogen mod	NPSR antag	GAA inh
C=CCc1ccccc1OCC(CN1CCCCC1)OC(C)=O (configuration not stated) is entered as 1%	-3%	-4%	0%	1.0%	6%	-2%[46.1 µM]	0%
CCC[C@@H]1C[C@@]1(CCC)C(NS(=O)(=O)c1cccc2cccnc12)c1ccc(Cl)cc1 (some centres not stated) is entered as 5%	8%	4%	-19%	1.2%	.	.	.
CSc1nc(NCc2ccco2)c2ccccc2n1 is entered as -9%	3%	6%	-19%	0.8%	-6%	-6%[46.1 µM]	0%

Further compounds
SMILES	ALDH1A1 block	GAA spleen mod	GLA spleen mod	Tau fluor cs	Epigenetic reg	GAA glycogen mod	NPSR antag	GAA inh
CCOc1ccc(-c2nc(C#N)c(N3CCN(CC)CC3)o2)cc1	?	-5%	-10%	-14%	-8.1%	16%	1%[46.1 µM]	4%
COc1cccc(OC)c1C(=O)Nc1ccc2c3c(cccc13)CC2	?	1%	4%	-3%	-2.0%	8%	19%[46.1 µM]	4%
CCn1cc(Cl)c(C(=O)Nc2ccc(OC)c(OC)c2)n1	0%	0%	-7%	-3%	0.1%	-6%	23%	-4%
COC(=O)c1ccccc1NC(=O)/C=C/C(=O)O	1%	-1%	12%	-5%	-1.0%	0%	-10%	-4%
COc1ccc(C)cc1N(CC(=O)Nc1cccnc1)S(=O)(=O)c1ccccc1	12%	10%	2%	-8%	1.1%	5%	21%	3%
CCCNC(=O)C(Cc1ccccc1)NS(=O)(=O)c1ccc2c(c1)c(=O)n(C)c(=O)n2C (configuration not stated)	4%	6%	7%	-4%&-5%	0.0%&-0.2%	18%[76.3 µM]	-4%[46.1 µM]	0%
Cc1ccc(S(=O)(=O)/N=C2/NC(=O)/C(=C/c3ccccc3)S2)cc1	?	1%	-2%	11%	1.1%	2%	-45%	-9%
C=CCn1c(N)c(C(=O)Nc2ccc(C)c(C)c2)c2nc3ccccc3nc21	14%	-4%	-10%	?	0.4%	0%	?	?
O=C(Nc1ncccn1)c1cccs1	17%	-8%	-4%	0%	2.2%	11%	1%[46.1 µM]	-2%
CC1CCN(C(=S)c2ccc([N+](=O)[O-])cc2)CC1	?	-6%	-27%	-11%	1.1%	11%	-8%[46.1 µM]	3%
CNC(=O)c1ccsc1NC(=O)c1ccc(S(=O)(=O)N2CCc3ccccc32)cc1	?	0%	-3%	?	-5.9%	-3%	-36%	-8%
CC(=O)c1cc2c(cc1NS(=O)(=O)c1ccccc1)OCO2	-10%	0%	11%	-12%	-3.6%	5%	-18%[46.1 µM]	-3%
COc1ccc2nc(SCc3cnc(C)nc3N)[nH]c2c1	1%	-19%	-1%	-1%	2.2%	3%	-13%[46.1 µM]	2%
C=CCn1c(COc2cccc(C)c2)nnc1SCn1nnc2ccccc2c1=O	?	3%	7%	1%	-0.9%	1%	-3%	3%
N#Cc1nc(-c2ccco2)oc1N1CCc2ccccc2C1	?	-4%	4%	?	-1.0%	-8%	-26%[46.1 µM]	-2%
COc1ccc(Cc2noc(CN3CCCN(C4Cc5ccccc5C4)CC3)n2)cc1OC	10%	6%	2%	1%	-1.2%	-9%	-15%	.
COc1ccc(-c2nn(-c3ccccc3)cc2/C=N/NC(N)=S)cc1OC	11%	-5%	-1%	?	?	-5%	-38%	2%
COCCNS(=O)(=O)c1cc(OC)ccc1OC	3%	2%	-3%	4%	-1.2%	3%	20%	3%
O=C(Nc1nnc(-c2ccc3c(c2)CCCC3)o1)c1ccccc1	2%	-3%	-13%	-15%	-0.8%	5%	-21%[46.1 µM]	1%

An excerpt; count on the stated rates, not on these rows.
